H9c2 TAG inh – inhibitors of triacylglycerol accumulation, primary screen, cell-based, uHTS, fluorescence, H9c2; AID 651582, 2012; H9c2 cells, Nile Red lipid (TAG) fluorescence; cells loaded with 200 µM oleic acid; inhibition, % at 12.5 µM; actives 0.66% (n = 230,000);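 active means pattern-corrected inhibition of lipid staining of at least 50% with the nuclear-stain viability signal not falling by more than 50%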;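 further: 0% = DMSO wells and 100% = triacsin C control wells; some results filed as inactive read as strong as hits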
H9c2 TAG inh DAPI viability – recorded beside H9c2 TAG inh, whose call it bears; DAPI nuclei signal change (viability), lower = more cytotoxic, %;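 whole-well DAPI fluorescence read on a plate reader as a viability signal; minus 50 percent equals half of cells still viable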
* hit, by the source's call; & = joins results of further samples. Only part of the results is shown; rates above refer to the full screens.

Start of the listing, in advance (5 entries):
SMILES	H9c2 TAG inh	H9c2 TAG inh DAPI viability
O=C(N/N=C/c1c[nH]c2ccccc12)c1cc(-c2ccc(-c3ccccc3)cc2)n[nH]1	45	3
CC(C)c1csc(CN2CCC(CO)(Cc3cccc(F)c3)CC2)n1	-9	11
Cc1cc2nnc(SC(C)C)n2c2ccccc12	10	0
CCOC(=O)C1=C(C)N=c2s/c(=C\c3ccc(O)c([N+](=O)[O-])c3)c(=O)n2C1c1ccccc1OC (stereo unspecified)	1	-7
COc1ccc(C)cc1Nc1n[n+](-c2ccccc2)c(-c2cc(OC)c(OC)cc2Br)s1	-24	4

Results, previewed entries included:
SMILES	H9c2 TAG inh	H9c2 TAG inh DAPI viability
O=C(N/N=C/c1c[nH]c2ccccc12)c1cc(-c2ccc(-c3ccccc3)cc2)n[nH]1	45	3
CC(C)c1csc(CN2CCC(CO)(Cc3cccc(F)c3)CC2)n1	-9	11
Cc1cc2nnc(SC(C)C)n2c2ccccc12	10	0
CCOC(=O)C1=C(C)N=c2s/c(=C\c3ccc(O)c([N+](=O)[O-])c3)c(=O)n2C1c1ccccc1OC (stereo unspecified)	1	-7
COc1ccc(C)cc1Nc1n[n+](-c2ccccc2)c(-c2cc(OC)c(OC)cc2Br)s1	-24	4
O=C(NCC1CCCO1)c1ccc(S(=O)(=O)Nc2ccccc2F)cc1 (stereo unspecified)	-3	7
O=c1c2ccccc2ncn1-c1cccc([N+](=O)[O-])c1	-7	11
CCSc1nsc(NC(=O)Nc2ccc(F)cc2F)n1	-16	-1
O=C(CNc1cccc(S(=O)(=O)N2CCCC2)c1)Nc1cccc(F)c1	-9	-3
COc1ccccc1CN=C1NC(=O)C(CC(=O)Nc2ccc(C(C)=O)cc2)S1 (stereo unspecified)	7	0
COCCNC(=O)/C(C#N)=C1\N=C(NC(=O)c2ccco2)c2ccccc21	4	1
O=C(NCc1ccccc1)N1CCC(Cc2ccccc2)CC1	-6	-6
Cc1ccccc1NC(=O)CSc1nc(Nc2ccccc2)nc(N2CCOCC2)n1	54*	-18*
CCCCC(CC)C(=O)Nc1ccc(S(=O)(=O)N2CCCC2)cc1 (stereo unspecified)	-1	1
Cc1ccc(SCC2(O)CCN(S(=O)(=O)c3ccc(Cl)cc3)CC2)cc1	-26	1

Reprinted at random: six compounds from above
SMILES	H9c2 TAG inh	H9c2 TAG inh DAPI viability
CCSc1nsc(NC(=O)Nc2ccc(F)cc2F)n1	-16	-1
COc1ccc(C)cc1Nc1n[n+](-c2ccccc2)c(-c2cc(OC)c(OC)cc2Br)s1	-24	4
Cc1ccccc1NC(=O)CSc1nc(Nc2ccccc2)nc(N2CCOCC2)n1	54*	-18*
Cc1ccc(SCC2(O)CCN(S(=O)(=O)c3ccc(Cl)cc3)CC2)cc1	-26	1
O=C(NCc1ccccc1)N1CCC(Cc2ccccc2)CC1	-6	-6
O=C(NCC1CCCO1)c1ccc(S(=O)(=O)Nc2ccccc2F)cc1 (stereo unspecified)	-3	7

Next entries follow:
SMILES	H9c2 TAG inh	H9c2 TAG inh DAPI viability
CC1CCc2nc3ccc(S(=O)(=O)N4CCC(C(=O)N5CCCCCC5)CC4)cc3c(C(=O)O)c2C1 (stereo unspecified)	8	-3
COc1ccc(OC(=O)c2cn(C)nc2C(F)(F)F)cc1	6	-9
Cc1nn(C)cc1S(=O)(=O)Nc1ccc(F)c(F)c1	-8	-7
N#Cc1ccccc1S(=O)(=O)N1CCN(C(=O)CN(Cc2ccco2)Cc2cccs2)CC1	8	0
Cn1c2ccc(F)cc2c2nc3ccccc3nc21	-9	5
Cc1c(C#N)c(O)n(CCO)c(=O)c1N=Nc1ccccc1	13	1
Cc1cc(C)n2nc[n+](C)c2n1	-16	-3
CC1(C(=O)Nc2ccc3c(c2)OCO3)CCN1C(=O)Cc1cc(F)ccc1F (stereo unspecified)	-18	3
O=C(Nc1cc(S(=O)(=O)N2CCCCC2)ccc1N1CCOCC1)c1ccc(C(F)(F)F)cc1	-2	-5
O=C1CCCN2N=C(SCC(=O)Nc3nc4ccccc4s3)SC2=N1	4	15
COc1cc(CC(=O)OCC(=O)Nc2ccc(N(C)C)cc2)cc(OC)c1OC	-44	-4
CS(=O)(=O)Cc1nc2ccccc2oc1=O	3	-5
Cc1ccc(N2CCCC2=O)cc1S(=O)(=O)N1CCOCC1	-6	2
CN(C)CCNc1nc(-c2ccccc2F)c2sccc2n1	15	8
COC(=O)N/N=C/c1c(C)cc(C)cc1C	6	-7
CCN(CC(=O)NCc1cccs1)C(=O)c1ccc(Cl)c(Cl)c1	-9	0
Cc1oc(CN2CCOCC2)cc1C(=O)O	-3	-9
CN(Cc1ccccc1)C(=O)c1ccccc1NC(=O)c1ccco1	-19	1
CCOC(=O)/C(=C/Nc1ccc(F)cc1)[N+](=O)[O-]	-11	-1
N#Cc1cccnc1N1CCN(C(=O)c2cccc3c2C(=O)c2ccc(-c4ccc(Cl)c(C(F)(F)F)c4)cc2S3(=O)=O)CC1	35	5
O=C(O)C1c2ccccc2C(=O)N(Cc2ccc(F)cc2)C1c1ccncc1 (stereo unspecified)	0	1
O=C(c1ccccc1CCc1ccccc1)N1CCOCC1	0	-8
Cc1ccc(C(=O)CNc2ccc(Br)cc2)cc1	-3	4
Cc1cccc(NC(=O)CCNS(=O)(=O)c2cccc3nsnc23)c1	-4	7
O=S(=O)(c1ccc(F)cc1)N1CCN(C(=S)NCc2ccco2)CC1	-20	6
O=C(O)CSCC(=O)N1CCN(S(=O)(=O)c2ccccc2)CC1	11	-14
C[C@H](CO)N1C[C@H](C)[C@@H](CN(C)CC2CCCCC2)Oc2c(NS(=O)(=O)c3cn(C)cn3)cccc2C1=O	11	-1
Cc1ccoc1C(=O)N1CCCC(CCC(=O)N2CCN(c3ccccn3)CC2)C1 (stereo unspecified)	-6	-3
CCc1ccc(OCC(=O)NNC(=O)C2CCC2)cc1	9	-9
O=C(COC(=O)CSc1ccc(Cl)cc1)NCCc1ccccc1	5	4
COc1ccc(N(CC(=O)NCc2ccc3c(c2)OCO3)S(=O)(=O)c2c(C)nn(C)c2C)cc1	-7	-4
CCCCCCSc1ccc(-c2nc3ccc(C)cn3c2NCc2ccccc2)cc1	-17	137
Cc1cc(C)n(/N=C\c2c(O)ccc3ccccc23)c(=O)c1C(N)=O	-18	6
O=C(O)c1ccccc1NC(=S)NC(=O)c1sc2ccccc2c1Cl	4	-1
Cc1ccc(C(=O)N/C(=C\C=C\c2ccccc2)C(=O)NCc2ccco2)cc1	1	-1
CCC1CCCCN1C(=O)CCc1nnc(Cc2c[nH]c3ccccc23)o1 (stereo unspecified)	9	-5
O=C(c1cncc(Br)c1)N1CCc2ccccc2C1	-6	-6
CCC(C)(C)NC(=O)C(c1ccc(C)o1)N(C(=O)c1csnn1)c1cccc(F)c1 (stereo unspecified)	12	13
CCn1nc(CC(=O)Nc2nnc(CC(=O)N3CCOCC3)s2)c2ccccc2c1=O	-8	11
O=C(NCCSc1ccccc1)c1ccco1	22	-24
CCN(CC(=O)Nc1ccccc1C(=O)OC)S(=O)(=O)c1ccc(OC)cc1	-24	-8
CC(NC(=O)C1CCN(Cc2ccccc2)CC1)c1cccc2ccccc12 (stereo unspecified)	6	4
COC(=O)/C(=C\Nc1ccc(Cl)c2ccccc12)c1ncc(C(F)(F)F)cc1Cl	-13	47
O=C(NC1CC1)C1=C[C@@H](c2ccccc2)C[C@@H](OCCCCO)O1	3	-2
Cc1nc2c(o1)CCc1ccccc1C2N1CCN(C)CC1 (stereo unspecified)	-8&8	-1&13

No new results follow: entries from further up.
SMILES	H9c2 TAG inh	H9c2 TAG inh DAPI viability
CCN(CC(=O)Nc1ccccc1C(=O)OC)S(=O)(=O)c1ccc(OC)cc1	-24	-8
CC(NC(=O)C1CCN(Cc2ccccc2)CC1)c1cccc2ccccc12 (stereo unspecified)	6	4
COC(=O)/C(=C\Nc1ccc(Cl)c2ccccc12)c1ncc(C(F)(F)F)cc1Cl	-13	47
O=C(NC1CC1)C1=C[C@@H](c2ccccc2)C[C@@H](OCCCCO)O1	3	-2
Cc1nc2c(o1)CCc1ccccc1C2N1CCN(C)CC1 (stereo unspecified)	-8&8	-1&13

Continuation.
SMILES	H9c2 TAG inh	H9c2 TAG inh DAPI viability
Nc1nnc2cc(F)ccc2n1	8	-1
CC(C)CC(CC(C)C)=NNC(=O)c1ccc2c(c1)OCO2	-2	-5
COc1cc(C(=O)NCC(c2ccccc2)N(C)C)ccc1OCC(=O)N1CCOCC1 (stereo unspecified)	-10	6
C[C@H](CO)N1C[C@H](C)[C@@H](CN(C)C(=O)Nc2ccc(F)cc2)Oc2ccc(NS(C)(=O)=O)cc2C1=O	12	-2
CCN(CC)S(=O)(=O)c1cccc(-c2nnc(SCC(=O)NC)n2CCc2ccccc2)c1	5	4
O=C(CN1CCC(n2nnc3cc(C(F)(F)F)ccc32)CC1)Nc1ccc2c(c1)CCC2	-8	-1
O=C(O)CNc1ccc(S(=O)(=O)C(F)(F)F)cc1[N+](=O)[O-]	8	1
Cc1ccccc1NCC(=O)Nc1cc(S(=O)(=O)N2CCCCC2)ccc1C	-16	-4
CNC(=O)C(NC(=O)CNC(=O)c1ccc(Cl)cc1)C(C)(C)C (stereo unspecified)	-8	-3
CCCCN(CCCC)CCNC(=O)CSCc1ccc(C)cc1	-12	14
O=S(=O)(c1ccc(Cl)c(Cl)c1)c1snnc1-c1ccccc1	17	-29
CC1=CC(=O)C(Sc2ccc(C)cc2)=CC1=O	-41	3
CCN(CC(=O)NCc1cccs1)C(=O)c1cccc(S(=O)(=O)N2CC(C)OC(C)C2)c1 (stereo unspecified)	-13	11
CCCNC(=O)c1c(N)n(-c2cc(OC)cc(OC)c2)c2nc3ccccc3nc12	32	49
COc1ccc(NC2CCCN(C(=O)CCCn3cncn3)C2)cc1 (stereo unspecified)	3	1
COc1ccc(OC)c2[nH]c(=O)c(CCNS(=O)(=O)c3ccc(Cl)cc3)cc12	-6	-2
COc1ccccc1N1CCN(S(=O)(=O)CCNC(=O)/C=C/c2ccc3c(c2)OCO3)CC1	-3	11
COc1ccc(CNc2nc3ccccc3n2C)c(O)c1	-5	-5
Cc1cc(F)ccc1N1CCC(N2CCN(CCC(C)C)C(CCO)C2)CC1 (stereo unspecified)	16	-10
COc1cc(OC)cc(C(=O)NC(C(=O)Nc2ccc(N3CCOCC3)cc2)C(C)C)c1 (stereo unspecified)	-7	-3
C=CCC1(CC=C)CCCN1C(=O)CC1C(=O)NCCN1Cc1cc(OC)cc(OC)c1 (stereo unspecified)	2	0
CCN(CC)C(=O)Cn1cc(SCC(=O)NC)c2ccccc21	-6	5
O=C(COC(=O)c1cccc([N+](=O)[O-])c1)NCC1CCCO1 (stereo unspecified)	-17	9
O=C(Nc1c(Br)cc2c(c1Br)Cc1ccccc1-2)C(F)(F)F	3	-7
CCOC(=O)N1CCN(C(=O)c2ccc(CS(=O)(=O)c3c(Cl)cccc3Cl)o2)CC1	2	0
CC(=O)c1c(C)[nH]c(C(=O)Nc2cccc(S(=O)(=O)N(C)c3ccccc3)c2)c1C	-5	5
Cc1nc2ccc(C(=O)N3c4ccccc4CC3C)cc2s1 (stereo unspecified)	5	10
CCc1nnc(NC(=O)Cn2c(=O)oc3ccccc32)s1	0	1
Cc1ccc(C)c(NC(=O)CN2C(=O)c3ccccc3C2=O)c1	8	0
O=C(CCc1nc2ccccc2c(=O)[nH]1)N1CCCc2ccccc21	0	13
N#C/C(=C\c1ccc[nH]1)C(=O)NCC1CCCO1 (stereo unspecified)	-4	3
Cn1c(=O)c(=O)n(C)c2cc(S(=O)(=O)N3CCN(C4CCCCC4)CC3)ccc21	-6	3
CCOC(=O)Cn1nnc2c(sc3nc4c(c(-c5ccccc5)c32)CCC4)c1=O	0	10
CCN(CC)C(=O)/C=C/c1ccc(OC)c(S(=O)(=O)N2CCCCC2)c1	-27	-10
CCc1ccc(N2C(=O)CC(Cn3nc(C)cc3C)C2=O)cc1 (stereo unspecified)	12	-5
Cc1ccc(OCCn2cc(Br)c(=O)[nH]c2=O)cc1	-1	-4
COc1ccc(S(=O)(=O)N2CCOC23CCN(S(=O)(=O)c2ccc(C)cc2)CC3)cc1	-11	-5
COC(=O)C1=C(C)N(Cc2ccc(C)cc2)C(=O)/C1=C\c1ccc(O)c(OC)c1	-54	0
Cc1c(Cl)cccc1NC(=S)NCCCN(C)C	-9	12
O=C(Nc1ccc(S(=O)(=O)Nc2ncccn2)cc1)c1ccc(N2CCCC2=O)cc1	6	2
CCCCNC(=O)Nc1cc(C(=O)OC)ccc1Cl	14	5
O=S(=O)(Nc1cccc(-n2cnnn2)c1)c1ccc(F)cc1	-5	-2
Cn1c(Cc2ccccc2)nnc1SCc1nc2ccccc2c(=O)[nH]1	2	-8
CCOc1ccc(S(=O)(=O)NCCC(=O)NC2CCN(Cc3ccccc3)CC2)cc1	-1	-1
CCOc1ccccc1-n1cnc(C#N)c1N	7	-5
NC(=O)[C@H]1CC2(CC(c3cccc(NC(=O)COc4ccc(Cl)cc4)c3)=NO2)CN1C(=O)C(c1ccccc1)c1ccccc1 (stereo partly specified)	15	-3
COc1ccc(N2CCN(CC(=O)NC(C)c3ccccc3)CC2)cc1 (stereo unspecified)	3	-3
COCc1ccc(C(=O)N2CCCC(C(=O)c3ccc(SC)cc3)C2)o1 (stereo unspecified)	-1	-4
Cc1cc(OCC(=O)N(C)c2c(N)n(Cc3ccccc3)c(=O)[nH]c2=O)c(C(C)C)cc1Cl	22	-8
CCSc1nnc(NC(=O)C2CSC3(C)CCC(=O)N23)s1 (stereo unspecified)	-3	5
O=C(c1cnccn1)N1CCCC(N2CCN(c3cccc(Cl)c3)CC2)C1 (stereo unspecified)	-2	3
C=CCSc1nnc(NC(=O)CSc2nc(CCC)cc(=O)[nH]2)s1	11	-4
Cc1cc(C)c(S(=O)(=O)n2c([N+](=O)[O-])cnc2C)cc1C	-11	-6
CCOc1ccc(NC(=O)c2ccc(OC)cc2)cc1	-9	12
CC1=C(C(=O)OC2CCCCC2)C(c2ccccc2)NC(=O)N1 (stereo unspecified)	5	2
CCOC(=O)c1c(NC(=O)C2c3ccccc3Oc3ccccc32)sc(C(=O)N(CC)CC)c1C	81*	-17*
